NPSR antagonist: antagonists of human neuropeptide S receptor cAMP signaling; actives 1% (n = 220,000); Q6W5P4; CHO-NPSR cells, cAMP TR-FRET, antagonist mode; Potency, µM (titrated, usually from 38.3 µM), without a hit: at the top dose activity change, negative = inhibition, hits mostly inhibitors; further: potency means the concentration at half of the fitted maximal effect; on the % scale 0 is the no-effect control and ±100 the full control effect; nearly all actives have a fitted effect of over 50% in size; many of its hits are not listed in these tables
Target sequence (Q6W5P4 whole entry, looked up): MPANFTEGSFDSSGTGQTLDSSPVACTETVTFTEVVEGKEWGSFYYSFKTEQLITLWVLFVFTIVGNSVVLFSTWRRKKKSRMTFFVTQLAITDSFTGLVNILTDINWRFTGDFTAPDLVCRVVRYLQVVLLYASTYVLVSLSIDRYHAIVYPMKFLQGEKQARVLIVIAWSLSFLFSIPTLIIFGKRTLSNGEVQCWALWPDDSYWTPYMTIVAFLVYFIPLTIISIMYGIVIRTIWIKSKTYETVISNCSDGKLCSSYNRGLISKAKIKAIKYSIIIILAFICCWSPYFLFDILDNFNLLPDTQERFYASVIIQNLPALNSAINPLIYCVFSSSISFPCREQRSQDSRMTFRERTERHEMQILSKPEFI
GLA spleen mod: alpha-galactosidase A (human) modulation. P06280. human spleen homogenate, 4MU-alpha-Gal fluorescence, 40 min. Potency, µM (top dose mostly 80 µM), inactives show at the top dose activity change, negative = inhibition, hits mostly inhibitors. actives 0.008% (n = 240,000). AID 2107;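 further: potency means the concentration at half of the fitted maximal effect; 0% = enzyme with vehicle and -100% = no enzyme basal signal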
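Human spleen homogenate (1 ug) was the enzyme source, with 4-methylumbelliferyl-alpha-D-galactopyranoside (1 mM final) in pH 5.0 citrate buffer with 0.01% Tween-20. Compounds were titrated; after 40 min at 37C, NaOH/glycine stop, 4-MU fluorescence read; AC50 from Hill fits.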
IMPase Li inh: IMPase inhibition in cells with lithium potentiation. AID 1457. actives 0.35% (n = 210,000). CHO-M1 cells, IP1 TR-FRET (IP-One), carbachol + lithium. Potency, µM (series often up to 59.4 µM), inactives show at the top dose activity, negative = IMPase inhibition, most hits filed as inhibitors;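 further: IP1 builds up when IMPase is blocked and the TR-FRET signal falls; potency means the concentration at half of the fitted maximal effect; plate controls were basal vehicle for no effect and high inhibitor control for full effect; nearly all actives have a fitted effect of over 50% in size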
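CHO-M1, 2000 cells/well, 16–30 h culture; cpd + low Li+, 30 min 37C; lysis with d2-IP1/Eu-anti-IP1 Ab, 10 min RT; TR-FRET 665/620 ratio and 620 channel; AC50 via Hill.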
Luc counter: counter-screen: inhibitors of Kinase-Glo firefly luciferase; Q27757; Kinase-Glo luciferase, ATP luminescence, 8 min; Potency, µM (highest dose often 38.3 µM), for inactives: at the top dose activity change, negative = inhibition, usual class: inhibitors; actives 0.28% (n = 200,000); AID 1379; further: potency means the concentration at half of the fitted maximal effect; on the % scale 0 is the no-effect control and ±100 the full control effect; nearly all actives have a fitted effect of over 60% in size
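Kinase-Glo luciferase light output from ATP and luciferin was measured with 10 uM ATP, within the enzyme's linear range. Buffer: 50 mM imidazole pH 7.2, 50 mM KCl, 7 mM MgCl2, 0.01% Tween 20, 0.05% BSA; luminescence read after 8 min at ambient temperature.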
Epigenetic derep: derepresses silenced GFP reporter in murine cells | murine LDR cells, GFP reporter derepression, 30 h | Potency, µM (highest dose often 53.9 µM), without a hit: top-dose GFP activation, usual class: activators | actives 0.2% (n = 280,000); further: potency means the concentration at half of the fitted maximal effect; % of control where 0% means no effect; nearly all actives have a fitted effect of over 60% in size
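Derepression of a silenced CMV-GFP reporter in murine LDR cells is scored by enumerating GFP-positive cells with a laser-scanning microplate cytometer after 30 hours of treatment at 37 C.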
CBFb-RUNX1 inh: blocks binding between human CBF-beta and RUNX1 | Q01196+Q13951 | AlphaScreen CBFb-His/RUNX1-biotin binding, biochemical | Potency, µM (top dose mostly 59.8 µM), for inactives: top-dose activity, negative = inhibition, hits mostly inhibitors | 230,000 tested, under 10 active | AID 1477; further: % of control where 0% means no effect
Target sequence (Q01196 whole entry, looked up): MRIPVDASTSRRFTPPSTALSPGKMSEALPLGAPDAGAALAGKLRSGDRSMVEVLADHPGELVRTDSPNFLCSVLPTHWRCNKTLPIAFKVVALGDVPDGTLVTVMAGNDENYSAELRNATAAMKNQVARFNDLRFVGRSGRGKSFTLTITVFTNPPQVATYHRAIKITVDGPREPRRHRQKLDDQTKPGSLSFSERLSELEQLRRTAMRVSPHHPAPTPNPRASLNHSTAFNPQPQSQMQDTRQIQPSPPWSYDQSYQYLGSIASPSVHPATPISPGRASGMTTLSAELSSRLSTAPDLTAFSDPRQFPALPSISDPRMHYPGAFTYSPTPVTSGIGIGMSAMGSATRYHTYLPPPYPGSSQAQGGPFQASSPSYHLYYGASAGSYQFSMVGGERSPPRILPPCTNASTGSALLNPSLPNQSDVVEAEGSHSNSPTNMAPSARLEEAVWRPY
Target sequence (Q13951 whole entry, looked up): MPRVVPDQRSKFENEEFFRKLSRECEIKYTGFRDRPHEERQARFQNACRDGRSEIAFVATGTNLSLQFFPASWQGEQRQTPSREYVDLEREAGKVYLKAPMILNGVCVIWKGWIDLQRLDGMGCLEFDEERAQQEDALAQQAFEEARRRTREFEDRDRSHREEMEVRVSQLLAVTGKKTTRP
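His-tagged CBF-beta and biotinylated RUNX1 (30 nM each) were premixed 20 min at room temperature, exposed to compound for 15 min, then given nickel-chelate and streptavidin AlphaScreen beads (50 ng each). After 90 min, AlphaScreen signal was read.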
LMNA splice mod: modulators of lamin A splicing | AID 1487 | HeLa LMNA splicing GFP/RFP minigene ratio, 48 h | actives 0.01% (n = 200,000) | Potency, µM (series often up to 46.1 µM), for inactives: top-dose ratio change, negative = inhibition, usual class: inhibitors; active means well fitted inhibition curve with a large enough effect in the signal ratio, with a control signal flat, not every such curve was filed as active; inconclusive means small, poorly fitted or top-dose-only effect, or effect the other way, or a change in a side signal; the % refers to the signal ratio; further: potency means the concentration at half of the fitted maximal effect; on the % scale 0 is the no-effect control and ±100 the full control effect
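S3 HeLa stable clones carrying a lamin A-EGFP splicing minigene plus DsRed2 were seeded at 600 cells/well in Opti-MEM with 2% FBS, pin-dosed and incubated 48 h at 37°C. Acumen cytometry (488 nm) gave the GFP/RFP total-intensity ratio.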
An asterisk follows results filed as active; u = inconclusive; x = not tested or not shown; [ ] = remark or other dose. Unless noted, the call rests on the fitted dose curve; in most records, active means well fitted curve in the direction sought with a large enough effect; inconclusive means small, poorly fitted or top-dose-only effect, or another doubt; inactive means no such curve, though single readings can be large; an effect the other way counts as inactive or inconclusive. The list is partial (hit frequency here may not be typical).

Start of the listing, in advance (2 entries):
[1] CCC(C)N(NC(C)=O)c1nc(Cl)nc(NC(C)C)n1 (configuration not stated)
[2] O=C(NCc1nnc(SCC(=O)N2CCCc3ccccc32)o1)c1ccco1
assay / compound	1	2
NPSR antagonist	3%[46.1 µM]	-11%
GLA spleen mod	3%	-5%
IMPase Li inh	-6%[38.3 µM]	5%
Luc counter	8%	1%
Epigenetic derep	-1.1%	0.1%
CBFb-RUNX1 inh	0%	8%
LMNA splice mod	7%	u

The list itself, from the start:
[1] CCC(C)N(NC(C)=O)c1nc(Cl)nc(NC(C)C)n1 (configuration not stated)
[2] O=C(NCc1nnc(SCC(=O)N2CCCc3ccccc32)o1)c1ccco1
[3] COc1ccc(C2CC(c3cccc(C)c3)n3nc(N)nc3N2)cc1 (configuration not stated)
[4] Cc1cc(NC(=O)C2CCCO2)ccc1Br (configuration not stated)
[5] CCn1c(Cc2ccccc2)nnc1SCC(=O)NC(C)(C)C
[6] Cc1cccc(NC(=O)C2(C)CC3c4ccccc4C2c2ccccc23)c1 (configuration not stated)
[7] CN1C(=O)/C(=C/c2ccc3c(c2)OCO3)N=C1c1ccccc1
[8] O=c1[nH]c(SCCOc2ccccc2)nc2ccccc12
assay / compound	1	2	3	4	5	6	7	8
NPSR antagonist	3%[46.1 µM]	-11%	-1%[46.1 µM]	13%	-10%[46.1 µM]	-8%[46.1 µM]	-10%	-15%[46.1 µM]
GLA spleen mod	3%	-5%	2%	-12%	-1%	5%	5%	9%
IMPase Li inh	-6%[38.3 µM]	5%	36%[38.3 µM]	4%	11%[38.3 µM]	7%[38.3 µM]	12%	1%[38.3 µM]
Luc counter	8%	1%	15%	-2%	-1%	2%	-1%	4%
Epigenetic derep	-1.1%	0.1%	-0.8%	3.0%	0.0%	0.0%	-1.9%	-0.7%
CBFb-RUNX1 inh	0%	8%	7%	-4%	1%	-2%	8%	2%
LMNA splice mod	7%	u	-2%	2%[46 µM]	1%	9%	u	17%

[9] O=C(NCCCCCCNC(=O)NCc1ccco1)NCc1ccco1
[10] Cc1cc2ccccn2c1C(=O)c1nc(NCc2ccccc2)ncc1Cl
[11] CC1=CC=CC2=N/C(=N\S(=O)(=O)c3ccc(F)cc3F)c3ccccc3CN12
[12] C=CC[C@@H]1C=C[C@@H](O/N=C\[C@@H](OC)[C@H](C)/C=C\CC(=O)OC)[C@@H](CO)O1
[13] Cc1cccc(Nc2nc(-c3c(C)nc4ccccn34)cs2)c1
[14] Cc1nn(-c2ccccc2)c(C)c1C(=O)OCC(=O)NC(=O)NC1CCCC1
[15] COc1ccc([C@H]2C=C3CN(C(=O)OC(C)(C)C)S(=O)(=O)[C@H]3C[C@H]2OC(=O)c2ccc(C(F)(F)F)cc2)cc1
[16] Cc1ccc(NS(=O)(=O)c2ccc3[nH]c(=O)[nH]c3c2)c(C)c1
assay / compound	9	10	11	12	13	14	15	16
NPSR antagonist	3%[46.1 µM]	-53%	-32%	x	u	-16%[46.1 µM]	-18%	3%
GLA spleen mod	-4%	-1%	-1%	8%[17.5 µM]	3%	-9%	13%	9%
IMPase Li inh	26%[38.3 µM]	15%	13%	x	20%[38.3 µM]	x	x	9%
Luc counter	-2%	4%	5%	x	-5%	x	x	-4%
Epigenetic derep	-1.0%	0.9%	-0.2%	0.0%[10.1 µM]	-0.7%	-0.1%	1.1%	-1.1%
CBFb-RUNX1 inh	-2%	-19%	12%	-15%[13.1 µM]	-12%	9%	9%	4%
LMNA splice mod	9%	4%[9.22 µM]	x	x	u	-5%	x	10%[46 µM]

[17] Cc1nc(NC(=O)C2CC2)sc1C
[18] NC(=O)COC(=O)CC(NC(N)=O)c1ccc(Cl)cc1 (configuration not stated)
[19] O=C(OCC(=O)N1CCc2ccccc21)c1c2c(nc3ccccc13)CCCC2
[20] Cc1cnc(NC(=O)c2cncc(Br)c2)s1
[21] CCc1ccc(NC(=O)C2(C)Cc3ccccc3C(=O)O2)cc1 (configuration not stated)
[22] Cc1ccc(S(=O)(=O)c2nnn3c2nc(Nc2cccc(C)c2)c2ccccc23)cc1
[23] COCCN(CCOC)c1nc(C)nc2c1nc(-c1ccccc1)n2CCN1CCCC1
[24] COc1ccc(-c2n[nH]c(C)c2-c2ccc(OC)c(OC)c2)c(O)c1
assay / compound	17	18	19	20	21	22	23	24
NPSR antagonist	12%	6%	u	3%	16%	-15%	x	-16%[46.1 µM]
GLA spleen mod	-1%	-2%	11%	10%	2%	-7%	8%	6%
IMPase Li inh	6%	-6%	x	-4%	-2%	-2%	-2%	-14%[38.3 µM]
Luc counter	1%	3%	x	-7%	5%	0%	-2%	-3%
Epigenetic derep	-1.0%	6.7%	-0.9%	2.6%	2.4%	-3.0%	5.4%	1.4%
CBFb-RUNX1 inh	-3%	-1%	-1%	11%	11%	-3%	20%	-13%
LMNA splice mod	9%	0%	u	u	x	1%	x	u

[25] O=C(NN1C(=O)C2C3C=CC(C4CC34)C2C1=O)c1ccc(Cl)cc1Cl (configuration not stated)
[26] COc1ccc(C(=O)/C=C/Nc2ccc(S(N)(=O)=O)cc2)cc1OC
[27] CCOC(=O)c1cnn(-c2cc(Oc3ccccc3C)ncn2)c1N
[28] O=C(COC(=O)Cc1cn2ccsc2n1)Nc1nc2ccccc2s1
[29] Cc1nn(CC(=O)Nc2nnc(C(C)C)s2)c(=O)c2ccccc12
[30] Nc1nc2n(n1)C(=O)CC(c1ccccc1)N2 (configuration not stated)
[31] NS(=O)(=O)c1ccc2ccccc2c1
[32] Cc1ccc2nc(C(O)C(O)c3nc4ccc(C)cc4[nH]3)[nH]c2c1 (configuration not stated)
assay / compound	25	26	27	28	29	30	31	32
NPSR antagonist	1%[46.1 µM]	0%[7.67 µM]	-17%[46.1 µM]	-23%[46.1 µM]	-7%	29%	-15%	10%[46.1 µM]
GLA spleen mod	9%	-2%	3%	1%	4%	-1%	-5%	15%
IMPase Li inh	-17%[38.3 µM]	x	15%[38.3 µM]	-16%[38.3 µM]	8%	-1%	x	-7%[38.3 µM]
Luc counter	-4%	x	-4%	7%	3%	-1%	x	-8%
Epigenetic derep	0.9%	-2.6%	-4.9%	u	0.0%	2.6%	0.0%	-4.4%
CBFb-RUNX1 inh	1%	3%	6%	-4%	3%	1%	22%	-4%
LMNA splice mod	-1%	x	u	20%	3%[46 µM]	x	u	-3%

[33] CCN1C(=O)[C@H]2[C@H]3[C@H](O)[C@H](O)C/C(=N/O[C@@H]4O[C@@H](COC(C)=O)[C@@H](OC(C)=O)[C@@H](OC(C)=O)[C@H]4OC(C)=O)[C@@H]3CC[C@@H]2C1=O
[34] NC(=O)c1ccc(NC(=O)c2cnc3ccccc3n2)cc1
[35] CC(C)Oc1ccccc1C(=O)NC(CO)C(=O)O (configuration not stated)
[36] COc1cccc(N=c2oc3ccccc3cc2-c2nc3ccccc3[nH]2)c1
[37] COc1ccc(-c2cc(-n3c(C(F)(F)F)nc4ccccc43)n(CCC#N)n2)cc1
[38] C=Cn1ccnc1P(=S)(c1ccc2c(c1)c1ccccc1n2CC)c1nccn1C=C
[39] C/C(=N\NC(=O)CCn1nnc2ccccc21)c1ccco1
[40] CCCC(=O)Nc1ccc(C(=O)Nc2ccc([N+](=O)[O-])cc2OC)cc1
assay / compound	33	34	35	36	37	38	39	40
NPSR antagonist	x	3%	6%	-30%[46.1 µM]	-27%[46.1 µM]	-16%[7.67 µM]	-19%	-14%
GLA spleen mod	0%[17.5 µM]	0%	3%	10%	-6%	27%	4%	4%
IMPase Li inh	x	x	4%	10%[38.3 µM]	19%[38.3 µM]	-19%[38.3 µM]	x	u
Luc counter	x	x	0%	3%	7%	-3%	x	-2%
Epigenetic derep	0.8%[10.1 µM]	1.1%	1.1%	13%	-1.8%	5.5%	1.4%	1.2%
CBFb-RUNX1 inh	3%[13.1 µM]	19%	4%	-30%	-2%	-6%	13%	1%
LMNA splice mod	x	-3%[46 µM]	15%[46 µM]	16%	u	u	x	x

[41] CN1CCCCc2c1[nH]c1ccccc1c2=O
[42] CC(C)(C)c1ccc(-c2c(C#N)c(N)nc3c2CCCC3)s1
[43] CCCCCN(C(=O)NC(=O)Nc1ccc(C)cc1)S(=O)(=O)c1ccccc1
[44] COc1cccc(N2CCN(Cc3nc(N)nc(Nc4ccccc4OC)n3)CC2)c1
[45] COc1cc(CC(NC(C)=O)C(=O)NC2CCN(c3nc(C)cc(C)c3C#N)CC2)cc(OC)c1 (configuration not stated)
[46] COc1cccc(C(=O)/C=C/Nc2ccc(S(=O)(=O)Nc3ncccn3)cc2)c1
[47] CN(c1ccccc1)c1nc(N)c([N+](=O)[O-])c(NCc2ccccc2)n1
[48] O=C(CCl)Nc1cccc(CP(=O)(c2ccccc2)c2ccccc2)c1
assay / compound	41	42	43	44	45	46	47	48
NPSR antagonist	-4%[46.1 µM]	-23%[46.1 µM]	18%	-8%[46.1 µM]	4%[46.1 µM]	-5%	21%[7.67 µM]	u
GLA spleen mod	5%	-1%	3%	-6%	-2%	5%	-14%	3%
IMPase Li inh	-5%[38.3 µM]	6%[38.3 µM]	-5%	32%[38.3 µM]	2%[38.3 µM]	1%	x	x
Luc counter	1%	-2%	-1%	0%	1%	0%	x	x
Epigenetic derep	0.0%	-1.2%	-1.1%	-6.3%	0.0%	-1.9%	-1.4%	0.1%
CBFb-RUNX1 inh	5%	2%	-9%	-20%	3%	-3%	-6%	5%
LMNA splice mod	-14%	15%	-5%	-12%	0%	u	x	x

Results in GLA spleen mod and IMPase Li inh (5 entries from above):
No.	SMILES	GLA spleen mod	IMPase Li inh
44	COc1cccc(N2CCN(Cc3nc(N)nc(Nc4ccccc4OC)n3)CC2)c1	-6%	32%[38.3 µM]
45	COc1cc(CC(NC(C)=O)C(=O)NC2CCN(c3nc(C)cc(C)c3C#N)CC2)cc(OC)c1 (configuration not stated)	-2%	2%[38.3 µM]
46	COc1cccc(C(=O)/C=C/Nc2ccc(S(=O)(=O)Nc3ncccn3)cc2)c1	5%	1%
47	CN(c1ccccc1)c1nc(N)c([N+](=O)[O-])c(NCc2ccccc2)n1	-14%	x
48	O=C(CCl)Nc1cccc(CP(=O)(c2ccccc2)c2ccccc2)c1	3%	x
